Bioassay records: PubChem BioAssay, several laboratories
HTR1E antagonist – 5-HT1E receptor antagonists, primary screen, cell-based, HTS | 65,000 tested, 0.99% active | CHO 5-HT1E Ga15 NFAT-bla reporter, FRET, antagonist | 5-hydroxytryptamine receptor 1E (Homo sapiens), P28566 | inhibition, % at 6 µM | AID 571, 2007;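 active means inhibition above a set limit, the mean inhibition across every tested compound plus 3 SD, cut at about 29% in these data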;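 further: signal is the 460 over 535 nm emission ratio of beta-lactamase substrate; 0% = agonist plus DMSO wells and 100% = wells without agonist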
S1P1 ag-PAM – S1P1 agonists and agonism potentiators, primary screen, cell-based, primary and confirmation screens, CRE-bla reporter; Sphingosine 1-phosphate receptor 1 (Homo sapiens), P21453; S1P1 CRE-bla cells, forskolin, beta-lactamase FRET, potentiator mode; S1P1 agonist co-added at EC20, 2 nM; 100% = saturating reference agonist, 0% = basal; activation, % at 9.5 µM; 56,000 tested, 0.57% active;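 active means activation above a cutoff set at the mean activation of all tested compounds plus 3 SD, cut at about 54% in these data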;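 further: forskolin at 4 µM as EC80 and the EC20 agonist is SEW2871; 100% = SEW2871 at its EC100 plus forskolin at EC80; some compounds past the cut are filed as inactive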
S1P3 agonist – human S1P3 receptor agonists, primary screen, cell-based, primary and confirmation, NFAT-BLA reporter | Sphingosine 1-phosphate receptor 3 (Homo sapiens), Q99500 | S1P3 NFAT-BLA reporter cells, agonism, FRET ratio; relative to 1 µM S1P, basal subtracted | activation, % at 4.5 µM | 60,000 tested, 0.1% active | AID 373, 2006;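 active means activation above the screen-wide mean plus 3 SD, cut at about 4.5% in these data, passing the limit was not always enough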; further: some compounds called inactive have numbers as strong as hits
Target sequence (Q99500 whole entry, looked up): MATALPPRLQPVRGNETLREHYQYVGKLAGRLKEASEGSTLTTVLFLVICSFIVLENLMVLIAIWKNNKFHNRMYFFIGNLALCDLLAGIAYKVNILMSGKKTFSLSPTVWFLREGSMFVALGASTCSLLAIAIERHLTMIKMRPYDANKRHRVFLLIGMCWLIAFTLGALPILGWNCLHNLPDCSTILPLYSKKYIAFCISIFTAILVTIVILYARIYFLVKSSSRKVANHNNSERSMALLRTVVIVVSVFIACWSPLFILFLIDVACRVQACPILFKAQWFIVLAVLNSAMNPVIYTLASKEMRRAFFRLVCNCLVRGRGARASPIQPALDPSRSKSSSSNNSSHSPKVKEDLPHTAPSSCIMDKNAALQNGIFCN
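material = human S1P3 NFAT-BLA reporter CHO cells | schedule = 4 h compound at 37 °C, 2 h substrate at RT | measured by = fluorescent BLA substrate, ex 405 nm, em 460/535 nm ratio | controls = 1 µM S1P reference | replication = primary once, confirmation triplicate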
M1 antag – antagonists of rat M1 muscarinic receptor; Muscarinic acetylcholine receptor M1 (Rattus norvegicus), P08482; CHO-M1 cells, Fluo-4 calcium, ACh EC80 antagonist mode; active compounds read low; B-score at 10 µM; 64,000 tested, 3.4% active; AID 628, 2007;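 active means calcium fluorescence response, raw or row-and-column corrected B-score, differing from the plate sample mean either way at a set confidence level, mostly lower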
M1 agonist – M1 muscarinic receptor agonists, primary screen, CHO-M1 cells, Fluo-4 calcium, agonist mode. B-score at 10 µM. Fluo-4 calcium fluorescence; active compounds read high. 64,000 tested, 3% active;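 active means fluorescence rise, raw or as B-score row- and column-corrected plate score, outside the 99.7% band of its plate's samples, either direction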
HTR1E agonist – 5-HT1E receptor agonists, primary screen, cell-based, HTS; 5-hydroxytryptamine receptor 1E (Homo sapiens), P28566; CHO 5-HT1E Ga15 NFAT-bla reporter, FRET; 0% DMSO wells, 100% control agonist wells; activation, % at 6 µM; 65,000 tested, 0.69% active; AID 574, 2007;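 active means activation above a set limit, the screen-wide mean activation plus 3 SD, cut at about 8.5% in these data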;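 further: 100% = positive control agonist at 1 µM giving full maximal response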
5HT1a ag – human 5-HT1a receptor agonists, primary screen, cell-based, CHO, Ga15 NFAT-bla reporter; 5-hydroxytryptamine receptor 1A (Homo sapiens), P08908; CHO 5-HT1a Ga15 NFAT-bla reporter, FRET ratio; 0% basal, 100% maximal reference agonist; activation, % at 10 µM; 65,000 tested, 0.56% active;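 active means activation above the screen-wide mean activation plus 3 SD, cut at about 19% in these data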;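 further: 0% = DMSO wells and 100% = 5-CT at EC100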
Target sequence (P08908 whole entry, looked up): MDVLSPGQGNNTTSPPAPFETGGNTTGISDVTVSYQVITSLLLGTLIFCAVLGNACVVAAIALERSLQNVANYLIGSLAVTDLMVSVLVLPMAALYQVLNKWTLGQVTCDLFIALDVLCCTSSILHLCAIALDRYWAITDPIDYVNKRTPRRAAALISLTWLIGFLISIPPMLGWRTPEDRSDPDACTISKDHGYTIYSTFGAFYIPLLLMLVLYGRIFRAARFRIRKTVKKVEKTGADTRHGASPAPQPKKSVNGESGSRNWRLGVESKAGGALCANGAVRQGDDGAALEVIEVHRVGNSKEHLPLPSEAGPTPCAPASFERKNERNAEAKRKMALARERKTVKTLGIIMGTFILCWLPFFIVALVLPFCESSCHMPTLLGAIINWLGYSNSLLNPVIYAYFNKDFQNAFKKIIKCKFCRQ
5HT1a antag – human 5-HT1a receptor antagonists, primary screen, cell-based, CHO, Ga15 NFAT-bla reporter. 5-hydroxytryptamine receptor 1A (Homo sapiens), P08908. CHO 5-HT1a Ga15 NFAT-bla reporter, antagonist mode. inhibition, % at 10 µM. 62,000 tested, 0.68% active. AID 612, 2007;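 active means inhibition above the mean of all tested compounds plus 3 SD, cut at about 43% in these data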;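 further: receptor stimulated by 5-CT agonist at 100 nM near EC80; beta-lactamase reporter measured by ratiometric fluorescence of a cleavable substrate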
Jurkat tox 60K – cytotoxicity toward Jurkat T cells, primary screen, cytotoxicity control, cell-based, Jurkat E6.1, 60K MLSMR library. Jurkat E6.1 viability, ATP luminescence, 48 h. inhibition, % at 4 µM. 56,000 tested, 1.2% active. AID 463, 2006;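 active means inhibition above the mean inhibition of all tested compounds plus 3 SD, cut at about 28% in these data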
* hit, by the source's call.

Results for COC(=O)c1[nH]c2ccc(Cl)cc2c1NC(=O)CCN1CCOCC1 ?
HTR1E antagonist: -2.7; S1P1 ag-PAM: -9.0; S1P3 agonist: -0.7; M1 antag: -1.55; M1 agonist: -0.633; HTR1E agonist: -0.5; 5HT1a ag: -5.5; 5HT1a antag: -1.9; Jurkat tox 60K: -2.3

How did Cc1ccc(NCc2nc3ccccc3n2C)cc1 do in these assays?
HTR1E antagonist: -3.7; S1P3 agonist: -0.9; M1 antag: 0.174; M1 agonist: -0.39; HTR1E agonist: 0.3; 5HT1a ag: 0.1; 5HT1a antag: -6.3; Jurkat tox 60K: 2.6

What do the screens show for `CCOC(=O)c1cc2n(c1N)-c1ccccc1C2=O`?
HTR1E antagonist: -8.1; S1P1 ag-PAM: -29.4; S1P3 agonist: 1.1; M1 antag: -0.144; M1 agonist: 145*; HTR1E agonist: -0.2; 5HT1a ag: -1.7; 5HT1a antag: 6.7; Jurkat tox 60K: 0.9

What do the screens show for `Cn1c(C(=O)N2CCN(Cc3ccccc3)CC2)cc2c(=O)n(C)c3ccccc3c21`?
HTR1E antagonist: 24.4; S1P1 ag-PAM: 14.2; S1P3 agonist: -0.3; M1 antag: -0.978; M1 agonist: 0.897; HTR1E agonist: 0.9; 5HT1a ag: 1.8; 5HT1a antag: -1.0; Jurkat tox 60K: -0.3

Results for CCCS(=O)(=O)C(=C1NCCO1)S(=O)(=O)CCC ?
HTR1E antagonist: 0.5; S1P1 ag-PAM: -13.6; S1P3 agonist: -1.5; M1 antag: -0.385; M1 agonist: 0.365; HTR1E agonist: -0.6; 5HT1a ag: -5.4; 5HT1a antag: 9.6; Jurkat tox 60K: 11.0

What do the screens show for `CCC(=O)NCCCOc1ccccc1`?
HTR1E antagonist: 0.9; S1P1 ag-PAM: -5.0; S1P3 agonist: 0.7; M1 antag: 0.771; M1 agonist: -0.0351; HTR1E agonist: 1.3; 5HT1a ag: -2.6; 5HT1a antag: -1.0; Jurkat tox 60K: 1.7

How did CCOC(=O)CCc1nc2ccccc2[nH]1 do in these assays?
HTR1E antagonist: 0.3; S1P1 ag-PAM: 3.9; S1P3 agonist: 2.9; M1 antag: -0.191; M1 agonist: -1.25; HTR1E agonist: -1.7; 5HT1a ag: -3.3; 5HT1a antag: 9.8; Jurkat tox 60K: -1.3

What do the screens show for `CCOC(=O)C(C(=O)OCC)C(CC(=O)C1CC1)c1ccccc1` (configuration not stated)?
HTR1E antagonist: 5.6; S1P1 ag-PAM: -7.4; S1P3 agonist: -1.5; M1 antag: 0.84; M1 agonist: 0.918; HTR1E agonist: -1.0; 5HT1a ag: -3.2; 5HT1a antag: 31.7; Jurkat tox 60K: -5.3

What do the screens show for `CC(=O)c1oc2ccccc2c1N`?
HTR1E antagonist: -3.7; S1P1 ag-PAM: -10.1; S1P3 agonist: -0.1; M1 antag: -0.4; M1 agonist: -0.333; HTR1E agonist: 0.2; 5HT1a ag: 0.9; 5HT1a antag: 10.5; Jurkat tox 60K: -4.2

How did CCCc1cc(=O)[nH]c(SCC(=O)N2CCN(c3ccccc3)CC2)n1 do in these assays?
HTR1E antagonist: -2.4; S1P1 ag-PAM: -27.7; S1P3 agonist: -1.0; M1 antag: 0.295; M1 agonist: 0.857; HTR1E agonist: 4.2; 5HT1a ag: -1.1; 5HT1a antag: 8.4; Jurkat tox 60K: 5.7

How did O=C(Nc1ccc(Cl)cc1)N1CCN(c2ccc3nnc(-c4ccc(F)cc4)n3n2)CC1 do in these assays?
HTR1E antagonist: -22.5; S1P1 ag-PAM: -28.3; S1P3 agonist: 0.2; M1 antag: -4.37*; M1 agonist: 0.728; HTR1E agonist: 1.3; 5HT1a ag: 3.5; 5HT1a antag: -36.1; Jurkat tox 60K: 9.6

Results for CCOC1=NC(C(=O)O)c2ccccc2/C(=C(/C)Cl)N1 (configuration not stated) ?
HTR1E antagonist: -1.3; M1 antag: 0.55; M1 agonist: -0.108; HTR1E agonist: -0.8; 5HT1a ag: 2.7; 5HT1a antag: -3.5

How did O=C(NCCCN1CCOCC1)c1cc2cc(Br)ccc2oc1=O do in these assays?
HTR1E antagonist: -11.6; S1P1 ag-PAM: -2.9; S1P3 agonist: -1.0; M1 antag: -0.515; M1 agonist: -0.558; HTR1E agonist: 0.4; 5HT1a ag: -2.2; 5HT1a antag: -3.8; Jurkat tox 60K: -1.6

What do the screens show for `Cc1ccc2c(c1)NC(=O)C(CC(=O)NCc1ccc(F)cc1)O2` (configuration not stated)?
HTR1E antagonist: 12.0; S1P1 ag-PAM: 4.0; S1P3 agonist: -1.0; M1 antag: -1.2; M1 agonist: -0.105; HTR1E agonist: -0.4; 5HT1a ag: 0.4; 5HT1a antag: -5.1; Jurkat tox 60K: 8.6

What do the screens show for `O=C(Cn1cnc2c(nnn2-c2ccc(F)cc2)c1=O)NCc1ccco1`?
HTR1E antagonist: -15.0; S1P1 ag-PAM: -18.9; S1P3 agonist: -0.5; M1 antag: -0.00331; M1 agonist: -0.289; HTR1E agonist: -0.9; 5HT1a ag: -4.3; 5HT1a antag: -21.0; Jurkat tox 60K: -5.0

What do the screens show for `COc1cc(NC(=O)c2cc3c(C)nc4ccccc4c3o2)cc(OC)c1OC`?
HTR1E antagonist: 11.2; S1P1 ag-PAM: -23.9; S1P3 agonist: -1.0; M1 antag: -0.936; M1 agonist: 3.51*; HTR1E agonist: 0.2; 5HT1a ag: 4.7; 5HT1a antag: -0.4; Jurkat tox 60K: 5.1

What do the screens show for `CCCCN(CCCNC(=O)c1c(C)cc(=O)oc1C)c1ccccc1`?
HTR1E antagonist: 8.5; M1 antag: -1.21; M1 agonist: 0.181; HTR1E agonist: 0.0; 5HT1a ag: -0.9; 5HT1a antag: 29.1

Results for COc1ccc(C(c2sc3nc(C)nn3c2O)N2CCC(C(N)=O)CC2)cc1OC (configuration not stated) ?
HTR1E antagonist: -0.6; S1P1 ag-PAM: -3.8; S1P3 agonist: -0.4; M1 antag: -0.117; M1 agonist: -0.509; HTR1E agonist: -0.6; 5HT1a ag: -3.1; 5HT1a antag: -0.4; Jurkat tox 60K: -10.4

Results for O=C(NCCN1CCc2ccccc2C1)Nc1ccc(F)cc1 ?
HTR1E antagonist: 10.7; S1P1 ag-PAM: -1.6; S1P3 agonist: -1.0; M1 antag: -0.247; M1 agonist: -0.18; HTR1E agonist: 0.7; 5HT1a ag: -1.4; 5HT1a antag: 9.0; Jurkat tox 60K: 0.7

What do the screens show for `COc1cc(CNc2cc(C)ccc2C)cc(OC)c1OC`?
HTR1E antagonist: 3.1; S1P1 ag-PAM: -6.6; S1P3 agonist: -1.1; M1 antag: -0.343; M1 agonist: -0.87; HTR1E agonist: -1.6; 5HT1a ag: -0.1; 5HT1a antag: 13.6; Jurkat tox 60K: 9.6

Results for CC(Oc1ccccc1)C(=O)Nc1ccc(S(=O)(=O)NCC2CCCO2)cc1 (configuration not stated) ?
HTR1E antagonist: -10.2; S1P1 ag-PAM: -15.2; S1P3 agonist: -1.3; M1 antag: -0.161; M1 agonist: -0.217; HTR1E agonist: -0.2; 5HT1a ag: 13.6; 5HT1a antag: -16.8; Jurkat tox 60K: 7.2

How did CCOC(=O)C(C)C1(O)c2ccccc2-c2ncccc21 (configuration not stated) do in these assays?
HTR1E antagonist: -3.3; M1 antag: -0.32; M1 agonist: 0.198; HTR1E agonist: 0.9; 5HT1a ag: 0.6; 5HT1a antag: -2.7

Results for CCCCC(=O)N1CCCC(c2nc3c(nnn3Cc3cc(C)ccc3C)c(=O)[nH]2)C1 (configuration not stated) ?
HTR1E antagonist: 7.1; S1P1 ag-PAM: 10.7; S1P3 agonist: -0.5; M1 antag: -0.0186; M1 agonist: 0.833; HTR1E agonist: 1.2; 5HT1a ag: 2.7; 5HT1a antag: 2.3; Jurkat tox 60K: 3.6

Results for CCCCn1c(/N=C/c2cc(OC)ccc2O)nc2ccccc21 ?
HTR1E antagonist: 0.0; S1P1 ag-PAM: -4.7; S1P3 agonist: -1.5; M1 antag: -0.0231; M1 agonist: -0.326; HTR1E agonist: -0.1; 5HT1a ag: -2.2; 5HT1a antag: 6.9; Jurkat tox 60K: -1.7

Results for O=C(Nn1c(-c2ccccc2)nc2ccccc2c1=O)c1ccco1 ?
HTR1E antagonist: 7.0; S1P1 ag-PAM: 19.7; S1P3 agonist: -0.7; M1 antag: 0.00701; M1 agonist: 0.014; HTR1E agonist: 0.0; 5HT1a ag: -3.8; 5HT1a antag: 9.2; Jurkat tox 60K: 5.1

Results for O=C(CCS(=O)(=O)Cc1ccccc1)NC1CCCCC1 ?
HTR1E antagonist: -6.7; S1P1 ag-PAM: 8.1; S1P3 agonist: -0.2; M1 antag: -0.404; M1 agonist: -0.489; HTR1E agonist: 0.9; 5HT1a ag: -1.8; 5HT1a antag: -0.9; Jurkat tox 60K: 0.9

Results for O=C(O)C1CC(=O)N(c2ccc(OCc3ccccc3Cl)cc2)C1 (configuration not stated) ?
HTR1E antagonist: 0.3; S1P1 ag-PAM: -12.2; S1P3 agonist: 0.2; M1 antag: 0.122; M1 agonist: -0.424; HTR1E agonist: 0.2; 5HT1a ag: -2.8; 5HT1a antag: -12.8; Jurkat tox 60K: -0.6

Results for C=CCN1C(=O)C2C(C(=O)NCc3ccccc3)C3(C)C=CC2(O3)C1C(=O)NC(C)(C)C (configuration not stated) ?
HTR1E antagonist: 6.5; S1P1 ag-PAM: -5.2; S1P3 agonist: -0.3; M1 antag: 1.77; M1 agonist: 0.644; HTR1E agonist: -1.2; 5HT1a ag: 0.7; 5HT1a antag: -4.4; Jurkat tox 60K: -5.7

How did Cc1cc(NC(=O)CSc2ccc3nnc(-c4ccccc4)n3n2)no1 do in these assays?
HTR1E antagonist: -3.6; S1P1 ag-PAM: 9.6; S1P3 agonist: 0.3; M1 antag: -0.405; M1 agonist: 0.941; HTR1E agonist: 0.2; 5HT1a ag: -0.6; 5HT1a antag: -3.3; Jurkat tox 60K: -0.7

How did CSc1nc2sc3c(c2c(=O)[nH]1)CCCC3 do in these assays?
HTR1E antagonist: -6.2; S1P1 ag-PAM: -32.1; S1P3 agonist: -0.5; M1 antag: 0.358; M1 agonist: -0.126; HTR1E agonist: -0.4; 5HT1a ag: -3.2; 5HT1a antag: 1.9; Jurkat tox 60K: -8.4

What do the screens show for `O=C(CCCn1c(=O)[nH]c2cc(Cl)ccc2c1=O)NCCN1CCN(c2ccccc2)CC1`?
HTR1E antagonist: -3.2; M1 antag: 12.4*; M1 agonist: 0.0751; HTR1E agonist: 1.0; 5HT1a ag: -0.6; 5HT1a antag: -2.5
